MLL CXXC-DNA inh = inhibitors of human MLL CXXC domain-DNA interaction | Potency, µM (doses to about 115 µM), inactives show top-dose activity change, negative = inhibition, most hits filed as inhibitors | MLL-CXXC / FITC-HOXA9 DNA fluorescence polarization | 0.037% of 290,000 active | Q03164; active means well fitted inhibition curve with a large enough effect in the polarisation, with a control signal flat, not every such curve was filed as active; inconclusive means small, poorly fitted or top-dose-only effect, or effect the other way, or a change in a side signal; inactive means no such curve, though single readings can be large or run the other way; the % refers to the polarisation; further: potency means the concentration at half of the fitted maximal effect
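Purified MLL-CXXC (added from a 7 uM solution) was preincubated 5 min at ambient with pinned compounds in 50 mM Tris-HCl pH 7.5, 50 mM NaCl, 1 mM DTT, 0.05% BSA. Fluorescein-labeled HOX-A9 DNA (50 nM solution) followed, 30 min, then polarization read.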
MBNL1-CUG inh = blocks human MBNL1 binding to CUG repeat RNA | Q9NR56 | TR-FRET MBNL1-His/biotin-(CUG)12 binding, 665/545 ratio | Potency, µM (highest dose often 57.5 µM), inactives show at the highest dose activity change, negative = inhibition, hits mostly inhibitors | 0.036% of 280,000 active; active means well fitted inhibition curve with a large enough effect in the signal ratio, with a control signal flat, not every such curve was filed as active; inconclusive means small, poorly fitted or top-dose-only effect, or effect the other way, or a change in a side signal; inactive means no such curve, though single readings can be large or run the other way; the % refers to the signal ratio; further: potency means the concentration at half of the fitted maximal effect; on the % scale 0 is the no-effect control and ±100 the full control effect
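Inhibition of protein-RNA binding appears as loss of TR-FRET between terbium anti-His antibody on MBNL1-His and streptavidin-XL665 on biotin-(CUG)12. Activity is normalized to buffer-only and uninhibited-complex controls.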
S-ASM inh = human S-ASM enzyme inhibition | P17405 | placental ASM, HMU-PC fluorogenic substrate, 60 min | Potency, µM (highest dose often 57.5 µM), without a hit: at the top dose activity change, negative = inhibition, usual class: inhibitors | 0.006% of 340,000 active | AID 504937; further: potency means the concentration at half of the fitted maximal effect
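Human placenta-derived ASM enzyme was preincubated with compound for 10 minutes at room temperature, then given fluorogenic substrate HMU-PC0 (9 uM final) for 60 minutes at 37 °C; a pH 10 stop preceded fluorescence reading at Ex 386/Em 447 nm.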
Mito fusion act = inhibitors of mitochondrial division or activators of mitochondrial fusion; S. cerevisiae fusion-defective mutant growth rescue, CellTiterGlo 48 h; Potency, µM (top dose mostly 46.1 µM), for the others: top-dose growth rescue (activation), usual class: activators; 0.23% of 320,000 active;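 further: potency means the concentration at half of the fitted maximal effect; % of control where 0% means no effect; nearly all actives have a fitted effect of over 45% in size; temperature-sensitive fusion mutants such as fzo1-1 at 37 °C on non-fermentable ethanol glycerol medium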
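Temperature-sensitive fusion-defective S. cerevisiae (e.g. fzo1-1, mgm1-5) were grown with compound in YPEG medium (3% ethanol, 3% glycerol) for 48 hours at 37C. Growth rescue was measured as viability by CellTiterGlo luminescence after 10 minutes at ambient.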
PTAP TSG101 blk = blocks PTAP/TSG101 interaction to inhibit HIV-1 budding; Q99816; Fluorescence polarization, FITC-PTAP peptide / Tsg101 binding; Potency, µM (series often up to 115 µM), for inactives: top-dose activity change, negative = inhibition, hits mostly inhibitors; 340,000 tested, under 10 active; active means well fitted inhibition curve with a large enough effect in the main read-out, with a control signal flat, not every such curve was filed as active; inconclusive means small, poorly fitted or top-dose-only effect, or effect the other way, or a change in a side signal; inactive means no such curve, though single readings can be large or run the other way; further: potency means the concentration at half of the fitted maximal effect; % of control where 0% means no effect
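Fluorescence anisotropy tracks displacement of a FITC-tagged PTAP peptide (50 nM) from the Tsg101 binding domain (10 uM), following a 20 min room-temperature incubation at pH 7.5.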
TCR act = activates T cell receptor signaling; primary human leukocytes, anti-CD3, IL-2 HTRF, 48 h; Potency, µM (series often up to 9.22 µM), for inactives: top-dose activation of IL-2 secretion, actives largely listed as activators; 330,000 tested, under 10 active; further: % of control where 0% means no effect
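Primary human leukocytes incubated 48 hr with anti-CD3 beads plus compound, without co-stimulation. Secreted IL-2 measured by HTRF (europium cryptate/d2 anti-IL-2 pair, 320 nm excitation, 665 nm emission).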
TSHR antag = blocks TSH signaling through the human TSH receptor; TSHR-expressing cells, TSH-stimulated cAMP HTRF, 2 h; hits give low values; AID 504810; P16473; 0.2% of 330,000 active; activity change, negative = inhibition, % at 11.5 µM;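 active means activity change below a set negative limit, meaning inhibition stronger than a set level, cut at about -70% in these data; inconclusive means activity change between two set negative limits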; further: on the % scale 0 is the no-effect control and ±100 the full control effect
Target sequence (P16473 whole entry, looked up): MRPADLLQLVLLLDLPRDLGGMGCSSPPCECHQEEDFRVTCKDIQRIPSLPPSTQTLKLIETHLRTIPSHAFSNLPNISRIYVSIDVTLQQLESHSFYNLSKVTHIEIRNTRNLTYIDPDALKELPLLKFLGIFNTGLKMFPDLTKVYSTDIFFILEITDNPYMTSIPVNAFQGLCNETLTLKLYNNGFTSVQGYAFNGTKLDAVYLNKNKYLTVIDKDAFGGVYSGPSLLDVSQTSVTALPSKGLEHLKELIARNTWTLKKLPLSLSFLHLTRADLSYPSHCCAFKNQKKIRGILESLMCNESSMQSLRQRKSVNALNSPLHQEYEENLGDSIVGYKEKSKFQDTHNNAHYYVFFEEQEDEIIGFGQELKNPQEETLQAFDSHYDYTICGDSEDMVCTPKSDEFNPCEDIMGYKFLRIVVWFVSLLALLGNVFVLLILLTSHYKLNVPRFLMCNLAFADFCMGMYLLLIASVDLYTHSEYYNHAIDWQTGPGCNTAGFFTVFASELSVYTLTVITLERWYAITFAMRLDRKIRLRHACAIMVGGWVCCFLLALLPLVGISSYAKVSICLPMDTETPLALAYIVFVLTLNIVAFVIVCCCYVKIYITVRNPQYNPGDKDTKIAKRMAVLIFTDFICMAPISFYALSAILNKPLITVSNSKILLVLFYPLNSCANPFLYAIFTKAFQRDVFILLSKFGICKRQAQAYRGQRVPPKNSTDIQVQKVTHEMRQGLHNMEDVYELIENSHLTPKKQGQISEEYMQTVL
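Competitive HTRF cAMP read-out (cryptate anti-cAMP antibody, cAMP-d2; 30 min, room temperature) in freshly harvested TSHR cells. Compounds added before TSH at EC80 (4nM final), followed by 2 hours' incubation at 37 deg C.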
a7 integrin act = activators of alpha7 integrin expression for muscular dystrophy; alpha7betagal myoblasts, beta-gal FDG fluorescence, 48 h; Potency, µM (top dose mostly 38.3 µM), without a hit: at the highest dose activation, hits mostly activators; 0.064% of 350,000 active;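 further: potency means the concentration at half of the fitted maximal effect; 100% = response of the positive control SU9516; nearly all actives have a fitted effect of over 60% in size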
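alpha7betagal+/- myoblasts (passage 13, 250/well) treated 48 h at 37C with compounds at 1:260 dilution of DMSO stock. Lysed, then beta-galactosidase activity read as FDG fluorescence (ex 480/em 540) after 30 min, with pre-read for autofluorescence.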
Menin-MLL TR inh = displaces Texas Red mutant MLL peptide from human menin | O00255 | Menin + Texas Red MLL mutant peptide, fluorescence polarization | Potency, µM (titrated, usually from 61.6 µM), for the others: at the top dose FP activity change, negative = inhibition, usual class: inhibitors | 0.23% of 270,000 active | AID 1768; active means well fitted inhibition curve with a large enough effect in the polarisation, with a control signal flat, not every such curve was filed as active; inconclusive means small, poorly fitted or top-dose-only effect, or effect the other way, or a change in a side signal; inactive means no such curve, though single readings can be large or run the other way; the % refers to the polarisation; further: potency means the concentration at half of the fitted maximal effect; % of control where 0% means no effect; many of its hits are not listed in these tables
A-T KAP1 phos = potential ataxia-telangiectasia treatments restoring KAP-1 phosphorylation | AID 485349 | Potency, µM (series often up to 57.5 µM), inactives show at the highest dose activation, actives largely listed as activators | […] A-T fibroblasts, KAP-1 phosphorylation AlphaLISA; neocarzinostatin DNA damage 30 min before lysis | 0.19% of 320,000 active; further: potency means the concentration at half of the fitted maximal effect; % of control where 0% means no effect; nearly all actives have a fitted effect of over 45% in size
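ATM-like activity read as KAP-1 phosphorylation via AlphaLISA donor/acceptor antibody pairs after lysis and 6 hr at 25C. Cells were ATM-null patient fibroblasts ([…], hTERT), dosed 60 min, then exposed to the DSB inducer NCS for 30 min.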
* = called active by the depositor; ? = inconclusive; nt = not tested or not shown; [ ] = dose if it differs, or a comment. Unless noted, the call rests on the fitted dose curve; in most records, active means well fitted curve in the direction sought with a large enough effect; inconclusive means small, poorly fitted or top-dose-only effect, or another doubt; inactive means no such curve, though single readings can be large; an effect the other way counts as inactive or inconclusive.

SMILES	MLL CXXC-DNA inh	MBNL1-CUG inh	S-ASM inh	Mito fusion act	PTAP TSG101 blk	TCR act	TSHR antag	a7 integrin act	Menin-MLL TR inh	A-T KAP1 phos
CCC1Oc2ccc(C)cc2N(CC(=O)NCc2cccc(OC)c2)C1=O (stereo not drawn)	0%	-4%	-3%	7%	-3%	0%	27	5%	nt	0%
CCc1nnc(SCc2ccc(OC)c(Br)c2)n1N	2%	-14%	4%	-7%	-3%	4%	37	11%	8%	3%
CN1C(=O)Cc2cc(S(=O)(=O)NCc3cccs3)ccc21	-3%	-9%	1%	1%	-5%	-2%	6	0%	7%	1%
COc1cc(N(C)C)c([N+](=O)[O-])cc1C(=O)N1CCN(Cc2ccccc2)CC1	6%	-12%	-1%	2%	-1%	-8%	0	-9%	3%	0%
CCOC(=O)c1ccc(NC(=O)CSc2nnc(CNc3ccc(C)cc3)n2C)cc1	1%	-6%	-2%	0%	-8%	11%[46.1 µM]	-5	1%	3%	-4%
O=C(c1cc2sccc2n1Cc1ccc(F)cc1)N1CCN(c2nc3ccccc3s2)CC1	-6%	11%	-11%	-12%	0%	-6%[46.1 µM]	-17	-36%	-8%	2%
Cc1ccc(S(=O)(=O)/N=C(/c2ccc(F)cc2)N(C)C)cc1	6%	-7%	1%	-3%	2%	-6%	9	-5%	?	16%
O=C(CSc1nnc(NC(=O)c2c(F)cccc2F)s1)Nc1ccc(F)cc1	8%	10%	-1%	-2%	-5%	2%	-21	?	0%	0%
O=C(c1ccc(Cl)cc1)C1CCCN(C(=O)/C=C/c2ccccn2)C1 (stereo not drawn)	-14%	-18%	-2%	-4%	-2%	-4%	22	9%	?	-3%
CCN(CCN(C)C)C(=O)C1CCN(S(=O)(=O)c2c(C)noc2/C=C/c2ccccc2F)CC1	2%	?	4%	0%	0%	17%	-4	-4%	nt	-1%
CC#CC(=O)NCC1(N(C)Cc2ccccc2)Cc2ccccc2C1	2%	-1%	-5%	-3%	-5%	3%	-2	-8%	-9%	-2%
COC(=O)c1c(NC(=O)CN2CCCc3ccccc32)sc(C)c1C	-6%	-3%	-8%	?	2%	1%[46.1 µM]	-4	-21%	-8%	10%
Cc1ccccc1-n1nc2c(c1NC(=O)C1CCCC1)CS(=O)(=O)C2	-8%	-11%	-3%	6%	0%	-12%	36	8%	-22%	28%
O=S(=O)(c1cccc(C(F)(F)F)c1)N1CCN(C(=S)NC2CC2)CC1	7%	5%	5%	0%	3%	-3%[46.1 µM]	5	-9%	-1%	8%
CCOC(=O)c1c(N)nn(C(=O)c2ccccc2)c1-c1ccccc1	219%[activator]	-9%	-18%	1%	-1%	3%	2	23%	25%	6%

Continued; the last 4 above are carried over.
SMILES	MLL CXXC-DNA inh	MBNL1-CUG inh	S-ASM inh	Mito fusion act	PTAP TSG101 blk	TCR act	TSHR antag	a7 integrin act	Menin-MLL TR inh	A-T KAP1 phos
COC(=O)c1c(NC(=O)CN2CCCc3ccccc32)sc(C)c1C	-6%	-3%	-8%	?	2%	1%[46.1 µM]	-4	-21%	-8%	10%
Cc1ccccc1-n1nc2c(c1NC(=O)C1CCCC1)CS(=O)(=O)C2	-8%	-11%	-3%	6%	0%	-12%	36	8%	-22%	28%
O=S(=O)(c1cccc(C(F)(F)F)c1)N1CCN(C(=S)NC2CC2)CC1	7%	5%	5%	0%	3%	-3%[46.1 µM]	5	-9%	-1%	8%
CCOC(=O)c1c(N)nn(C(=O)c2ccccc2)c1-c1ccccc1	219%[activator]	-9%	-18%	1%	-1%	3%	2	23%	25%	6%
O=C(CCN1CCOCC1)Nc1ccc(F)cc1	0%	-4%	4%	1%	2%	8%	11	4%	-2%	?
Cc1c(NC(=O)c2ccc(Cl)s2)c(=O)n(-c2ccccc2)n1C	13%	-14%	-3%	-6%	2%	-2%[46.1 µM]	31	1%	-9%	9%
CCn1ccc(C(=O)Nc2ccsc2C(=O)OC)n1	27%	-13%	-4%	-5%	-1%	8%	17	?	-3%	2%
CC(=O)c1cnc(Nc2cccc(Cl)c2Cl)s1	16%	?	6%	2%	2%	1%	-9	-3%	5%	-4%
CC(=O)N1c2ccc(S(=O)(=O)N3CCCC(C(=O)N4CCC(C)CC4)C3)cc2CC1C (stereo not drawn)	-5%	-4%	6%	10%	-2%	2%	-20	-1%	-28%	-1%
C=CCNC(=O)c1onc(CSc2ccccc2)c1C(=O)O	-9%	-7%	6%	0%	-4%	-1%	3	-24%	7%	1%
COc1cc(C(=O)Nc2ccc3c(c2)N(C(=O)CCN(C)C)c2ccccc2CC3)cc(OC)c1OC	1%	-7%	2%	-2%	-16%	7%	-11	-29%	-10%	-3%
O=C(CCSc1nnc2scc(-c3ccccc3)n12)Nc1nc(-c2ccccc2)ns1	9%	-5%	-1%	5%	0%	0%	-3	-3%	?	-3%
Cc1nnc(SCC2=C(C(=O)O)N3C(=O)C(NC(=O)Cn4nc(C)c(Cl)c4C)C3SC2)s1 (stereo not drawn)	20%	-5%	1%	-1%	0%	-2%	21	-1%	1%	4%
C=C[C@]1(C)C=C2CCC3[C@](C)(CCC[C@@]3(C)C(=O)O)C2CC1 (stereo partly drawn)	nt	nt	-22%	?	-8%	5%	-17	4%	nt	-8%
O=C(CCc1ccccc1)NCCSc1ccccc1	16%	-4%	0%	3%	-3%	2%	-5	13%	?	-1%
O=C(COC(=O)c1cc(S(=O)(=O)N2CCOCC2)ccc1F)Nc1cc([N+](=O)[O-])ccc1F	nt	nt	-1%	nt	-6%	3%	-11	-14%	nt	-3%
COc1ccc([N+](=O)[O-])cc1NC(=O)C(C)OC(=O)CN1C(=O)C2CC=CCC2C1=O (stereo not drawn)	nt	nt	-6%	5%	-1%	-1%	-8	?	nt	-13%
C/C(=N\Nc1nc(N)cc(Cl)n1)c1cccc([N+](=O)[O-])c1	-3%	?	-4%	4%	nt	nt	1	-4%	42%[activator]	-4%
NNC(=O)Cn1c2ccccc2c2ccccc21	3%	nt	5%	-6%	0%	4%	2	-5%	nt	3%
O=C(O)c1ccc(N/N=C/c2cc(Br)cs2)cc1	9%	?	9%	32%	-1%	2%	-12	2%	?	-6%
O=C(NC(Cc1ccccc1)C(=O)O)/C(=C\c1ccccc1)NC(=O)c1ccc(Br)o1 (stereo not drawn)	22%	5%	6%	1%	-9%	-40%	3	-22%	nt	-2%

Profiles as entered above. Values in the order: MLL CXXC-DNA inh | MBNL1-CUG inh | S-ASM inh | Mito fusion act | PTAP TSG101 blk | TCR act | TSHR antag | a7 integrin act | Menin-MLL TR inh | A-T KAP1 phos
`CC(=O)N1c2ccc(S(=O)(=O)N3CCCC(C(=O)N4CCC(C)CC4)C3)cc2CC1C` (stereo not drawn) in the list: -5% | -4% | 6% | 10% | -2% | 2% | -20 | -1% | -28% | -1%
`O=C(COC(=O)c1cc(S(=O)(=O)N2CCOCC2)ccc1F)Nc1cc([N+](=O)[O-])ccc1F` in the list: nt | nt | -1% | nt | -6% | 3% | -11 | -14% | nt | -3%
`O=C(CCN1CCOCC1)Nc1ccc(F)cc1` in the list: 0% | -4% | 4% | 1% | 2% | 8% | 11 | 4% | -2% | ?
`C=C[C@]1(C)C=C2CCC3[C@](C)(CCC[C@@]3(C)C(=O)O)C2CC1` (stereo partly drawn) in the list: nt | nt | -22% | ? | -8% | 5% | -17 | 4% | nt | -8%
`CC(=O)c1cnc(Nc2cccc(Cl)c2Cl)s1` in the list: 16% | ? | 6% | 2% | 2% | 1% | -9 | -3% | 5% | -4%

Bioassay records: PubChem BioAssay, National Center for Advancing Translational Sciences (NCATS)

Only part of the results is shown; the hit share may differ from the screen's.
